Source: PubChem BioAssay (several laboratories)
HIV Rev-RRE inh – inhibitors of HIV-1 Rev-RRE RNA interaction; P05866; Rev peptide-RRE RNA binding, FRET; inhibition, % at 8 µM; 97,000 tested, 0.79% active; AID 704;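 active = inhibition above the screen-wide mean plus 3 SD, cut at about 35% in these data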;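 note: 0% = median DMSO wells and 100% = median Neomycin B control wells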
Target sequence (P05866 whole entry, looked up): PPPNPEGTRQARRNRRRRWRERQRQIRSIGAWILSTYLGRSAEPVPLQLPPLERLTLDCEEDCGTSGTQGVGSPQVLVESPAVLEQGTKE
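Test system: Cy5-tagged RRE RNA duplex with fluorescein-tagged Rev peptide; Probe or stimulus: labelled Rev peptide; Schedule: 5 min preincubation and 15 min binding, 25 °C; Signal: FRET fluorescence readout; Evaluation: % inhibition from 671/540 nm acceptor-to-donor ratio, scaled between controls; Control set: DMSO and neomycin B.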
S1P2 agonist – agonists of human S1P2 receptor; O95136; S1P2-expressing cell line, agonist reporter read-out; activation, % at 4.5 µM; 97,000 tested, 0.46% active; in the data active = activation above about 16%;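 note: 0% = vehicle low control and 100% = maximal reference agonist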
Target sequence (O95136 whole entry, looked up): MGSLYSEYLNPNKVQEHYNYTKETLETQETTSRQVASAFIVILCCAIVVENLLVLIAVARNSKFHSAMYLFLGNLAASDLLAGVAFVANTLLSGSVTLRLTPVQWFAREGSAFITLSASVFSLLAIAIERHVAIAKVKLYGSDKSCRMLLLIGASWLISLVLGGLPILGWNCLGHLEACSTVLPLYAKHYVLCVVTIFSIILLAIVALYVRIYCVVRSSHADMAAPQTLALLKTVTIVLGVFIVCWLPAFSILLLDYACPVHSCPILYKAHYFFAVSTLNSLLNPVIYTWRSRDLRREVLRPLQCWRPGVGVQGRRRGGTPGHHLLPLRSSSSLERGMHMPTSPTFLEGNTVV
EphB4 ephrin blk – antagonists of human EphB4-ephrin-B2 interaction | P54760 | EphB4 LBD / TNYL-RAW-Alexa532 peptide, fluorescence polarization | inhibition, % at 7 µM | 97,000 tested, 0.15% active | AID 720;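 active = inhibition above the screen-wide mean inhibition plus 3 SD, cut at about 15% in these data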;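 note: 0% = DMSO wells and 100% = excess unlabeled TNYL-RAW peptide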
S1P2 antag – blocks the human S1P2 receptor | cell-based S1P2 antagonist assay, inhibition at 5 uM | 97,000 tested, 0.21% active | O95136 | AID 736 | inhibition, % at 5 µM; in the data active = inhibition above about 45%;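 note: CRE beta-lactamase reporter cells expressing human S1P2 stimulated with S1P; 0% = agonist at EC80 alone and 100% = agonist plus reference antagonist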
PTPN22 act – increases human PTPN22 phosphatase activity; Q9Y2R2; recombinant LYP, DiFMUP fluorescence; 0 = plate median, 100 = signal doubled; activation, % at 2 µM; 96,000 tested, 0.11% active;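 active = activation at 2 µM above a set limit, the mean plus 5 SD, cut at about 37% in these data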
PostGolgi yeast – growth inhibition of a yeast mutant, post-Golgi transport screen | post-Golgi transport phenotypic cell assay | inhibition, % at 10 µM | 98,000 tested, 0.9% active | AID 739;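 note: yeast cells grown in 1536-well plates; yeast grown about 18 h at 30C before absorbance read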
FAK inh – blocks human focal adhesion kinase activity. Q05397. biochemical FAK kinase activity assay. inhibition, %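 (tested at 7 µM)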. 97,000 tested, 0.84% active. AID 727; in the data active = inhibition above about 19%;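 note: 0% = DMSO and 100% = reference compound high control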
PostGolgi ctrl – growth of the yeast control strain, post-Golgi counter-screen; efflux-deficient yeast background strain, growth absorbance A615, 16 h; inhibition, % at 10 µM; 98,000 tested, 5% active
PTPN22 inh 2 – blocks human PTPN22 phosphatase activity; Q9Y2R2; inhibition, % at 2 µM; 96,000 tested, 0.21% active; recombinant LYP catalytic domain, DiFMUP fluorescence;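 active = inhibition at 2 µM at or above a set limit, the screen mean plus 3 SD, cut at about 24% in these data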;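 note: 0% = DMSO with enzyme and 100% = enzyme fully blocked by orthovanadate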
Active calls of the source: *; . = not tested or not shown; [ ] = another dose, or the depositor's remark. Cut-off read from the data, not from the text of the source, unless noted: active = inhibition above about 30%; inactive = the rest.

SMILES	HIV Rev-RRE inh	S1P2 agonist	EphB4 ephrin blk	S1P2 antag	PTPN22 act	PostGolgi yeast	FAK inh	PostGolgi ctrl	PTPN22 inh 2
Cc1ccc(/C(COc2ccccc2O)=N\O)cc1	3.6	-5.7	-0.6	6.8	-4.2	2.9	-6.3	5.8	3.5
COc1ccc(CNC(=O)C2CSC(=O)C2)cc1 (stereo not drawn)	1.6	-2.2	-10.8	16.1	3.6	.	-5.3	.	-3.0
CCCCCC(=O)NC(NC(=S)Nc1ccc(S(N)(=O)=O)cc1)C(Cl)(Cl)Cl (stereo not drawn)	-2.6	-1.0	6.4	18.7	4.6	-1.6	-6.0	11.7	-0.6
CCCn1c(=C(C#N)C#N)s/c(=C2\C=Cc3ccccc3N2CC)c1=O	7.9	-7.9	-3.8	8.4	20.3	2.8	-9.4	4.9	-23.1
O=C(CSc1nnc(-c2ccccc2)o1)NC1CCCCC1	0.1	-2.2	-6.9	-9.1	7.7	-1.9	2.3	7.9	-8.5
CCN(CC)c1ccc2cc(-c3nnc(-c4ccc(Br)cc4)o3)c(=O)oc2c1	140.4*[fluorescence artefact?]	-9.5	-3.5	0.5	-18.7	.	2.4	.	19.1
CCOC(=O)Cc1nnc(NC(=O)CSc2ccc(C)cc2)s1	10.4	-2.1	4.3	8.8	4.7	-7.2	-0.3	11.9	0.0
COC(=O)c1ccc(-c2ccco2)n1Cc1cccc(C)c1	12.8	2.4	0.9	-13.0	-6.3	-5.1	0.1	8.1	6.0
CC(=O)c1n[nH]nc1NC(=O)c1ccccc1	7.6	2.5	0.6	-3.4	-11.3	-3.2	0.2	9.6	11.1
CSc1ccccc1NC(=O)c1cnc2n(c1=O)CCS2	0.9	-0.8	-5.5	10.7	-2.9	-2.4	2.9	6.5	3.0
Cc1cccc(C)c1Nc1nnc(SCc2cc([N+](=O)[O-])cc3c2OCOC3)s1	5.0	-5.4	3.0	-0.8	4.9	4.4	-0.7	33.4*	-4.2
CC(C)Nc1nc(NC(C)C)nc(N(C)C(N)=O)n1	2.3	-4.5	9.5	-3.4	-2.9	-6.0	6.5	4.6	1.2
CCCCS/C(N)=N/N=C/c1cc(C)ccc1O	19.6	-6.6	3.6	-8.8	2.0	-2.1	3.8	29.1	-0.8
Cc1cccc(OCC(=O)NC(C)C(=O)N/N=C/c2c(OCc3ccccc3)ccc3ccccc23)c1 (stereo not drawn)	9.9	-5.2	2.1	1.5	-1.9	5.9	-1.0	12.3	4.8
O=C(CSc1nnc(-c2cc3ccccc3cc2O)n1Cc1ccco1)N1CCc2ccccc2C1	9.8	-3.4	0.9	27.7	-7.8	1.8	4.0	80.0*	5.5
COc1ccc(-c2cn3c(C)c(C(=O)N4CCN(c5ccc(F)cc5)CC4)sc3n2)cc1	-4.3	-4.1	6.9	15.2	1.2	5.4	5.8	7.5	-4.0
C=CCNC(=O)C1CC(=O)N(c2ccc(OCC(=O)Nc3ccc(C)cc3)cc2)C1 (stereo not drawn)	3.5	-7.1	-5.8	7.5	-3.0	-3.5	2.5	6.8	0.5
Cc1sc(NC(=O)c2ccc(Br)s2)c(C(N)=O)c1C	12.5	-12.1	4.6	-3.2	-1.0	1.3	-2.2	-1.7	3.8
COc1ccc(N2C(=O)NC(NC(=O)c3ccncc3)(C(F)(F)F)C2=O)cc1 (stereo not drawn)	0.2	1.4	0.4	-20.5	2.3	4.2	-2.0	6.5	1.6
CSc1nnc(NC(=O)CCc2ccccc2)s1	-0.8	1.4	-1.8	-16.6	3.0	-1.7	-8.4	-2.0	-3.1
CSc1ccc(S(=O)(=O)NC2CCCCCC2)cc1	5.5	0.0	-11.1	-33.4	1.7	-8.6	0.6	69.8*	-2.4
Nc1nnnn1/N=C/c1ccco1	2.1	-4.9	-1.7	2.5	-0.9	-11.3	-9.4	5.7	-1.0
CCCCc1nn(-c2cc(Cl)ccc2OC)c2c1C(=O)CCC2	15.0	-0.1	1.9	5.4	-3.5	-13.3	0.8	16.7	0.8
O=C(CNC(=O)c1cccs1)NCC(=O)OCc1ccccc1Cl	1.3	-2.4	-5.1	-14.3	-4.1	-2.2	-1.6	-1.8	6.6
CCn1c2ccccc2c2nnc(SCC(=O)NC(CC(C)C)C(=O)OC)nc21 (stereo not drawn)	7.7	6.1	-12.8	-41.6	1.2	1.6	0.3	2.7	-2.2
SMILES	HIV Rev-RRE inh	S1P2 agonist	EphB4 ephrin blk	S1P2 antag	PTPN22 act	PostGolgi yeast	FAK inh	PostGolgi ctrl	PTPN22 inh 2
CCOC(=O)c1[nH]c2ccccc2c1NC(=O)C(C)(C)C	9.3	-0.4	2.1	18.3	6.2	7.1	5.8	-4.5	-6.1
CNc1cccccc1=S	-15.4	-0.9	-8.7	1.7	-0.5	-8.8	43.6*	2.0	-1.3
CCOc1ccccc1N1CC(C(=O)NCCc2ccc(S(N)(=O)=O)cc2)CC1=O (stereo not drawn)	7.3	-1.9	-1.5	-0.2	18.8	4.4	-0.5	-0.4	-15.4
O=C(NCCCNC(=O)NC1CCCCC1)NC1CCCCC1	3.6	-4.7	-7.3	-15.2	4.9	.	0.7	.	-0.3
CCCCOc1ccc(S(=O)(=O)N2CCCCCC2)cc1	11.4	0.1	4.1	9.6	-10.6	7.8	-2.7	18.3	9.5
Cc1c(N2C(=O)/C(=C/c3ccccc3)SC2=S)c(=O)n(-c2ccccc2)n1C	8.8	-4.3	-0.2	29.7	-4.6	4.7	3.4	8.9	6.6
OCCN(Cc1ccccc1)Cc1cccc(Cl)c1Cl	11.8	-10.2	-5.6	-14.0	3.0	-0.5	-3.1	16.7	-0.8
C=CCn1c(Sc2ccccc2)nc2c1c(=O)[nH]c(=O)n2C	4.3	-2.2	3.0	-5.5	-7.1	.	-2.7	.	6.4
CCc1ccc(N(C(=O)CNC(=O)c2cccs2)C(C(=O)NC(C)(C)C)c2cc(OC)c(OC)c(OC)c2)cc1 (stereo not drawn)	5.4	-7.4	3.8	19.3	-0.8	9.6	0.6	2.2	2.3
CCOC(=O)c1c(C)nc2sc(C(N)=O)c(N)c2c1-c1ccccc1	5.2	1.6	0.7	-12.0	-1.2	-1.7	14.1	17.4	-0.1
C=CCc1ccccc1OCC(O)CN1CCN(c2ccc(C)cc2)CC1 (stereo not drawn)	-7.1	-2.9	-5.7	-13.7	6.0	0.6	-5.9	21.0	-4.8
COc1ccc(CNC(=S)Nc2cccc(C)c2)cc1	0.8	-0.4	4.4	3.3	0.0	2.5	-1.3	-6.9	1.0
C=CCN(CC=C)C(=O)CN1C(=O)c2ccccc2C1=O	8.2	-4.8	-5.7	-13.3	-8.2	0.6	-2.2	3.3	11.2
CCOc1cc(C(N)=O)cc(Br)c1OCC	-2.5	-6.3	0.6	-11.0	2.6	8.8	0.6	5.7	0.4
Cc1cc(Br)ccc1NC(=O)C1CCCO1 (stereo not drawn)	9.1	-1.2	0.9	-5.0	-7.6	23.1	1.1	1.1	6.3
CNC(=S)N1N=C(c2ccc(C)cc2)CC1c1ccc(OC)cc1 (stereo not drawn)	-0.8	-0.8	1.2	8.9	-8.6	-5.9	-3.2	47.1*	8.7
Cc1cc(NC(=O)C2CC(c3ccccc3Cl)=NO2)no1 (stereo not drawn)	3.2	-8.3	-0.5	-2.0	2.5	-10.5	-1.1	-0.4	0.4
COC(=O)c1ccc2c(=O)n(CCCCCC(=O)NCc3ccccc3)c(=O)[nH]c2c1	4.9	-4.3	-1.5	-9.1	0.5	-0.8	3.8	-2.7	3.1
Cn1c(C(=O)O)c(CC(=O)Nc2ccccc2F)c2ccccc21	11.3	-3.2	2.1	-24.2	-8.4	1.4	-3.0	12.2	7.9
COC(=O)c1sc2ncccc2c1OCc1ccccc1Cl	16.8	-1.9	0.6	10.7	-8.1	-0.8	7.0	14.1	10.2
CCCCN(CC)C(=O)c1n[nH]c(=O)c2ccccc12	8.1	-6.9	0.2	-17.9	5.8	12.4	1.1	-7.8	-4.8
CC1(C)CC(CCNC(=O)c2ccc(-n3cnnn3)cc2)CC(C)(C)N1	8.8	-2.3	3.2	-18.1	-8.1	0.5	-3.1	12.6	6.3
O=C(O)CCn1nnc(-c2cccs2)n1	3.3	-1.5	-6.0	-3.0	3.7	-5.6	-1.3	-2.1	-6.2
N#Cc1ccc(Oc2cccc(C(=O)O)c2)cc1C#N	4.3	-8.0	0.5	10.4	-3.1	2.0	5.2	9.9	1.0
O=C1C2CCCN2C(c2ccc(F)cc2)N1c1nccs1 (stereo not drawn)	8.3	-1.1	3.9	15.5	-11.4	0.5	3.2	5.7	9.7
COC(=O)c1ccc(C(=O)OC)c(NC(=O)CN2CCN(c3ccc(OC)cc3)CC2)c1	7.5	-0.6	6.5	-6.5	-3.2	14.8	-1.0	0.6	4.8
CC(C)(C)n1nnnc1C(c1ccc(Cl)cc1)N(Cc1cccnc1)Cc1ccco1 (stereo not drawn)	4.1	-1.4	4.4	-36.5	11.0	.	-1.7	.	-12.6
CC(=NC1CC1)c1c(-c2ccccc2)[nH]n(-c2nc3ccccc3s2)c1=O	7.6	-2.7	-1.9	-21.4	8.1	-3.6	2.1	36.1*	-8.5
O=C(O)c1ccc(CS(=O)(=O)c2cccc(C(F)(F)F)c2)o1	4.1	-5.8	-9.5	-4.9	9.8	-1.3	-4.4	-1.8	-12.7
CC(=O)NC(CCS(C)(=O)=O)C(=O)Nc1ccc2c(c1)OCCO2 (stereo not drawn)	7.6	-2.7	-7.5	-28.9	2.5	.	-3.6	.	-2.0

Entries from the list above containing an aryl methoxy group (eight):
SMILES	HIV Rev-RRE inh	S1P2 agonist	EphB4 ephrin blk	S1P2 antag	PTPN22 act	PostGolgi yeast	FAK inh	PostGolgi ctrl	PTPN22 inh 2
COc1ccc(CNC(=O)C2CSC(=O)C2)cc1 (stereo not drawn)	1.6	-2.2	-10.8	16.1	3.6	.	-5.3	.	-3.0
COc1ccc(-c2cn3c(C)c(C(=O)N4CCN(c5ccc(F)cc5)CC4)sc3n2)cc1	-4.3	-4.1	6.9	15.2	1.2	5.4	5.8	7.5	-4.0
COc1ccc(N2C(=O)NC(NC(=O)c3ccncc3)(C(F)(F)F)C2=O)cc1 (stereo not drawn)	0.2	1.4	0.4	-20.5	2.3	4.2	-2.0	6.5	1.6
CCCCc1nn(-c2cc(Cl)ccc2OC)c2c1C(=O)CCC2	15.0	-0.1	1.9	5.4	-3.5	-13.3	0.8	16.7	0.8
CCc1ccc(N(C(=O)CNC(=O)c2cccs2)C(C(=O)NC(C)(C)C)c2cc(OC)c(OC)c(OC)c2)cc1 (stereo not drawn)	5.4	-7.4	3.8	19.3	-0.8	9.6	0.6	2.2	2.3
COc1ccc(CNC(=S)Nc2cccc(C)c2)cc1	0.8	-0.4	4.4	3.3	0.0	2.5	-1.3	-6.9	1.0
CNC(=S)N1N=C(c2ccc(C)cc2)CC1c1ccc(OC)cc1 (stereo not drawn)	-0.8	-0.8	1.2	8.9	-8.6	-5.9	-3.2	47.1*	8.7
COC(=O)c1ccc(C(=O)OC)c(NC(=O)CN2CCN(c3ccc(OC)cc3)CC2)c1	7.5	-0.6	6.5	-6.5	-3.2	14.8	-1.0	0.6	4.8

Compounds as they come; any-hit rate near 7%.
